Bioassay records from PubChem BioAssay.
Mtb BioA inh: M. tuberculosis BioA enzyme inhibitors, primary screen, biochemical, plate reader, single point, HTS. hit rate 0.096% among 360,000. 7,8-diaminopelargonic acid synthase BioA (Mycobacterium tuberculosis). inhibition, % at 9.99 µM. purified M. tuberculosis BioA enzyme; in the data active = inhibition above about 40%; inconclusive = no clear call, values can overlap the other calls
PfHsp40 yeast: rescue of yeast from PfHsp40 toxicity, primary screen, S. cerevisiae, ATP luminescence; S. cerevisiae expressing PfHsp40, growth rescue; growth rescue, % at 12.5 µM; AID 504582, 2011; hit rate 0.68% among 340,000; in the data active = growth rescue above about 28%, passing the limit was not always enough; inconclusive = no clear call, values can overlap the other calls;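 also: yeast W303a lacking pdr1 and pdr3 grown in galactose medium; growth measured after three days at 30 °C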
GDH-TPI counter: GDH-TPI coupling enzyme inhibitors, primary screen, artefact control for M. tuberculosis FBA inhibitor project, biochemical, absorbance, full deck; GDH-TPI coupled enzyme counterscreen, NADH absorbance; hit rate 1.2% among 360,000; inhibition, % at 4.8 µM; in the data active = inhibition above about 30%;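 also: 0% = DMSO wells and 100% = wells lacking the enzyme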
FadD28 FP inh: inhibitors of FadD28 bisubstrate probe binding, primary screen, biochemical, fluorescence polarization, single point | Mycobacterium tuberculosis FadD28 fatty-acid-AMP ligase | hit rate 0.22% among 360,000 | inhibition, % at 12.5 µM; in the data active = inhibition above about 8.5%, passing the limit was not always enough; inconclusive = no clear call, values can overlap the other calls
UGM FP inh: M. tuberculosis UGM enzyme inhibitors, primary screen, biochemical, fluorescence polarization, single point. UDP-galactopyranose mutase (Mycobacterium tuberculosis (strain ATCC 25618 / H37Rv)), …. purified UGM, fluorescence polarization probe displacement. inhibition, % at 10 µM. hit rate 0.06% among 320,000. AID 504406, 2011; in the data active = inhibition above about 10%, passing the limit was not always enough; inconclusive = no clear call, values can overlap the other calls
Target sequence (P9WIQ1 whole entry, looked up): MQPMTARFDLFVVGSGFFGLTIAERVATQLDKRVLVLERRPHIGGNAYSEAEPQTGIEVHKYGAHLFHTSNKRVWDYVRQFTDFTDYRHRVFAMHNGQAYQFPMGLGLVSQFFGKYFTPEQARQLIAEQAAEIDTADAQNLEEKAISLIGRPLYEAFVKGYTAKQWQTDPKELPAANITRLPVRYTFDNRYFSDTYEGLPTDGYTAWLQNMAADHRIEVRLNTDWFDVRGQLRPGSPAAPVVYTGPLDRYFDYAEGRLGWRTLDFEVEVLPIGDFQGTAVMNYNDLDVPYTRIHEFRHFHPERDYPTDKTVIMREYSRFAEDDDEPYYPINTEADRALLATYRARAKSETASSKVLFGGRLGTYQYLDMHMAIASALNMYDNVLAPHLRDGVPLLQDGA
BoNT A protease: BoNT/A light chain protease inhibitors, primary screen, biochemical, flow cytometry, MLPCN library; hit rate 0.17% among 360,000; inhibition, % at 10 µM; AID 588499, 2011; multiplex microsphere protease substrate cleavage; also: plate controls were buffer without enzyme for full effect and enzyme alone for no effect
Mtb FBA inh: Mtb FBA enzyme inhibitors, primary screen, biochemical, fluorescence, strain H37Rv | inhibition, % at 1 µM | Fructose-bisphosphate aldolase (Mycobacterium tuberculosis (strain ATCC 25618 / H37Rv)), … | hit rate 2.3% among 360,000 | purified M. tuberculosis FBA, fluorescence read-out; in the data active = inhibition above about 27%;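 also: 0% = vehicle and 100% = reference inhibitor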
Target sequence (P9WQA3 whole entry, looked up): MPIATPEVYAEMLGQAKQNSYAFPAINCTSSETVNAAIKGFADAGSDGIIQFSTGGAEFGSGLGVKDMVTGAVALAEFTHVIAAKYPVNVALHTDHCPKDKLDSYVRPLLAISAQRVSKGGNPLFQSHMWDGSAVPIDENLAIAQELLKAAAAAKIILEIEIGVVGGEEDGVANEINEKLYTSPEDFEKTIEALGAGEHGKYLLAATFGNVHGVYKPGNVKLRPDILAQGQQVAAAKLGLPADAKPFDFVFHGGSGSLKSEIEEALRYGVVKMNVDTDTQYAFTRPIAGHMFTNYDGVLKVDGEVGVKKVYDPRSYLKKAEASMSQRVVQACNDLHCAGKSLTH
Anthrax LF prot: Bacillus anthracis LF protease inhibitors, primary screen, biochemical, multiplex microsphere, MLPCN library | inhibition, % at 10 µM | multiplex microsphere protease cleavage assay | hit rate 0.12% among 360,000; also: plate controls were buffer without enzyme for full effect and enzyme alone for no effect
BoNT-F LC inh: BoNT/F light chain protease inhibitors, primary screen, biochemical, flow cytometry, MLPCN library; Botulinum neurotoxin type F light chain protease (Clostridium botulinum); Multiplex microsphere protease cleavage assay; inhibition, % at 10 µM; hit rate 0.22% among 360,000; AID 588497, 2011; in the data active = inhibition above about 35%, passing the limit was not always enough; inconclusive = no clear call, values can overlap the other calls; also: plate controls were buffer without enzyme for full effect and enzyme alone for no effect
Numbers without * were called inactive; u = inconclusive; x = not tested or not shown; & = joins results of further samples. Rule as the data show it, unless noted: active = inhibition above about 30%; inconclusive = no clear call, values can overlap the other calls; inactive = below that.

compound,BoNT A protease,UGM FP inh,BoNT-F LC inh,Mtb FBA inh,PfHsp40 yeast,Mtb BioA inh,GDH-TPI counter,Anthrax LF prot,FadD28 FP inh
CCOC(=O)/C=C1\SCC(=O)N1Cc1nnc(-c2ccccc2Br)o1,0.5,0.8,-8,1,0.0,-0.4,1,-1,-3.0
O=C(Oc1oc(-c2ccco2)nc1C=Nc1ccccc1)c1ccoc1,0.9,-0.3,8,-1,-1.0,-0.3,0,2,-1.6
NC(=O)NC(Cc1ccccc1)C(=O)O (configuration not stated),-0.3,3.3,2,2,0.2,7.3,-10,1,-3.0
CCC(=O)Nc1ccc(S(=O)(=O)Nc2cccc(C)c2)cc1OC,-1.7,-0.3,-3,-1,0.5,1.2,-17,0,-1.0
O=C(Nc1ccc(NC(=O)c2ccc(Cl)c(S(=O)(=O)N3CCOCC3)c2)cc1)c1ccccc1,0.9,-3.0,5,4,-0.4,-0.7,5,-2,-1.5
COc1cccc(/C=N/NC(=O)c2ccccc2)c1OS(=O)(=O)c1ccccc1,-0.2,3.5,0,3,-0.4,x,7,1,-13
COc1ccc(Cn2c(SCc3ccc(C)cc3)nc3cc(OC)c(OC)cc3c2=N)cc1Cl,-1.2,-2.0,-4,-2,0.7,-0.1,14,-2,-2.6
O=S(=O)(Nc1ccc2oc(-c3ccccc3)nc2c1)c1ccccc1,0.1,-0.3,-6,50*,1.3,0.9,4,-3,0.3
Cc1ccc(NC(=O)C2CCN(C(=O)c3ccco3)CC2)cc1,-0.4,-2.1,7,6,1.0,1.1,7,-4,-0.2
Cn1nnc2cc(NC(=O)Nc3cccc(Cl)c3)ccc21,-0.7,0.7,10,1,1.1,-0.5,11,-5,1.8
Cc1ccc(C(=O)Nc2ccn(Cc3ccc(F)cc3)n2)o1,-0.4,3.5,-8,0,-0.9,-0.5,7,-5,-0.7
O=c1ccc(-c2ccc(S(=O)(=O)Nc3cccc([N+](=O)[O-])c3)s2)n[nH]1,-2.9,-1.6,-10,-2,-0.6,-0.7,5,-5,-2.6
O=C(Nc1cc(=O)[nH]c(=O)[nH]1)c1cccc(C(F)(F)F)c1,1.2,-1.4,1,-3,-0.1,0.4,3,-2,-2.5
O=C(O)c1cccc(-c2ccccc2)c1O,0.5,x,4,116*,-1.2,-0.8,-4,1,-4.2
Cc1ccc(CN2CCC(C)(Oc3ccc(Cl)cc3)C2)cc1 (configuration not stated),-0.3,x,-5,0,x,3.5,7,0,-1.3
CC(Cc1cnccn1)NC(=O)c1cc(COc2ccc(F)cc2F)on1 (configuration not stated),0.2,2.3,-2,-1,-1.4,-0.4,-3,-1,-2.3
O=C(O)c1cccc2c1/C(=N/Nc1ccc([N+](=O)[O-])cc1[N+](=O)[O-])c1ccccc1-2,0.8,0.4,6,0,-0.4,-3.1,-4,2,0.4
Cc1ccccc1Nc1nc(N)nc(CSc2ccccc2)n1,-0.7,0.3,-8,-1,0.9,x,2,-1,-3.1
COC(=O)c1c(NC(=O)CN2CCOCC2)sc2c1CCC(C)C2 (configuration not stated),0.2,1.0,8,1,0.6,0.2,5,-2,-3.0
Fc1ccc2cnc(-c3ccccc3)c(-c3ccc(C(F)(F)F)cc3)c2c1,0.4,-0.6,-3,2,0.9,0.7,-2,-5,-2.6
CCOC(=O)CNC(=O)CSc1ncnc2c1cnn2-c1ccc(OC)cc1,-0.4,0.5,5,3,0.1,-1.4,7,-9,-4.0
CCOc1ccc(N(CC(=O)NCC2CCCO2)S(=O)(=O)c2ccc(SC)cc2)cc1 (configuration not stated),-0.1,-0.8,4,-1,1.4,0.9,11,0,1.5
C#CCOCCOCCOCCNc1nc(N2CCN(C(=O)[C@H]([C@@H](C)CC)n3cc([C@@H](N)CC(C)C)nn3)CC2)nc(N2CCN(C(=O)[C@H]([C@@H](C)CC)n3cc([C@@H](N)CC(C)C)nn3)CC2)n1,-0.4,-4.1,-48,-1,0.1,-0.5,3,-5,-2.1
Cc1ccc(-c2noc(CCC(=O)NC3CCCc4ccccc43)n2)cc1 (configuration not stated),-1.6,-2.9,-4,-2,0.6,-0.8,2,-4,-1.8
Cc1ccc(-c2cc3nc(-c4ccccc4)cc(N4CCC5(CC4)OCCO5)n3n2)cc1,11,1.3,-16,33*,-0.9,-2.0,16,2,0.6
Cc1cc(/C=C2/SC(=S)N(c3ccc([N+](=O)[O-])cc3)C2=O)c(C)n1-c1cccnc1,33*,1.3,2,-3,0.0,x,3,14,1.1
COc1cccc(OC)c1C(=O)Nc1cc2c(cc1N1CCOCC1)n(C)c(=O)n2C,-1.8,-0.3,1,-2,-0.5,0.9,6,4,-2.8
COc1ccc2oc(C(=O)OCC(=O)N3CCN(S(=O)(=O)c4ccccc4)CC3)c(C)c2c1,-1.5,-1.8,-1,26,x,x,-1,2,-4.1
O=C(O)CC1(CC(=O)N2CCOCC2)CCCC1,-4.0,1.0,-14,1,0.9,2.1,-7,13,-3.6
COc1cccc(C2Nc3ccccc3NC3=C2C(=O)CC(C)(C)C3)c1OC (configuration not stated),-3.8,-2.2,u,2,-1.7,-1.2,35*,-8,0.1
O=C(NNC1CC(c2ccccc2)=NN1C(=O)c1ccccc1)c1ccccc1 (configuration not stated),0.0,3.5,-5,2,1.1,-0.7,3,3,-0.9
Cc1cccc2c(N=Nc3ccccc3)c(O)[nH]c12,2.0,0.8,16,-8,-1.6,x,16,10,-1.9
Cc1ccccc1C(=O)N1CCN(c2ccc(NC(=O)c3ccc([N+](=O)[O-])o3)cc2)CC1,0.1,0.9,4,-2,-0.7,-0.8,18,-1,-1.2
Brc1ccc(N=C/C=C/C=C/Nc2ccc(Br)cc2)cc1,0.6,2.2,2,4,1.5,1.7,4,1,-2.4
CCC(=O)Nc1ccc(Cl)c(NC(=O)c2ccc([N+](=O)[O-])cc2)c1,-0.3,1.9,-2,-2,-1.0,-1.2,3,2,-0.8
Cc1ccc(NC(=O)CN2CC(C)SC2=NC2CCCCC2)cc1 (configuration not stated),-0.8&0.6,-0.7,-7&12,3&9,-0.1&-0.8,0.6,6&-6,-1&4,-0.9&-0.1
O=C1c2ccccc2C(=O)N1C/C=C/c1ccccc1,-0.3,-0.9,-3,-1,0.9,-1.1,-2,3,-2.1
O=C(NC1CC1)C1=C[C@H](C2CC2)C[C@H](OCCCCO)O1,0.4,1.8,-2,3,-1.0,-0.7,-3,4,-2.1
CCOc1cc2c3c(c1)C1(Nc4ccccc4S1)C(=O)N3C(C)(C)CC2C (configuration not stated),u,-0.7,-3,1,0.4,-0.3,-5,-2,-2.2
CC1(CCC(=O)N2CCCC(N3CCN(c4ccc(F)cc4)CC3)C2)CC1 (configuration not stated),1.0,0.0,-4,1,-0.5,6.7,2,-5,-0.4
COc1cccc(N2CCN(C(=O)CCNS(=O)(=O)c3ccc4c(c3)c(=O)n(C)c(=O)n4C)CC2)c1,-0.8,1.5,-4,2,-0.4,x,-6,-9,-2.6
COCCNC(=O)c1cc(-c2ccc(OC)c(OC)c2)on1,-0.3,x,3,-1,-1.5,-0.5,-1,-1,-1.4
CN(CC(=O)NCc1ccccn1)S(=O)(=O)c1ccc(Cl)cc1,x,-0.7,x,0,-0.6,1.3,0,x,0.9
CCOC(=O)C1(CCOC)CCN(C(=O)c2sccc2C)CC1,0.6,-1.4,-6,2,-0.5,2.3,-3,0,-0.7
CNC(=O)c1c(C)nc(SCC(=O)NCc2ccc(OC)cc2)c(C#N)c1-c1ccco1,-0.3,1.8,9,-4,4.7,-3.3,20,-5,-4.3
Cc1cc(C(=O)Nc2ccc3c(c2)CCC3)ccc1[N+](=O)[O-],2.8,3.6,-8,-1,x,1.0,-10,u,-3.1
CC(/C=N/n1cnnc1)=C\c1ccccc1,2.1,0.2,7,-4,-2.3,x,13,-2,-2.1
COc1ccc(CC(=O)OCC(=O)Nc2ccc3c(c2)OCO3)cc1,-0.4,-0.9,-4,-1,-0.4,x,-5,2,-1.3
CCO[C@@H]1OC(C(=O)N2CCN(Cc3ccc4c(c3)OCO4)CC2)=C[C@H](c2csc3ccccc23)[C@H]1CCCO,-0.5,-1.1,3,-1,2.9,-0.3&-0.5,0,4,-1.4
Nc1ccc(N=Nc2ccccc2)c2cccnc12,-3.1,5.2,-16,-13,0.7,-1.3,10,-12,3.1
Cc1nnc(NC(=O)CN2CC(C)OC(C)C2)s1 (configuration not stated),0.2,-2.9,13,-2,28*,-0.8,1,-14,-4.3
O=c1oc2ccccc2c(O)c1C(c1ccc([N+](=O)[O-])cc1)c1c(O)c2ccccc2oc1=O,-1.1,x,-1,-3,14,13,11,-2,-17
O=C(OCC1CC(c2ccccc2)=NO1)c1ccco1 (configuration not stated),x,1.1,x,-3,-0.4,x,7,x,-1.0
C[C@H](O)[C@@H]1C(=O)N2CCc3c([nH]c4ccccc34)[C@@H]2C[C@@H]1N(C)C(=O)NC1CCCCC1,0.3,x,-1,87*,x,x,11,4,-0.2
CC(OC(=O)C1CCCC1)C(=O)Nc1ccc(C(N)=O)cc1 (configuration not stated),-2.4,-1.1,0,0,0.7,2.8,14,-7,-1.9
Cc1cccc(C)c1NC(=S)NCCSc1ccc(Cl)cc1,-0.9,3.3,2,-3,11,0.5,4,0,-2.8
COc1ccc(OC)c(S(=O)(=O)N2CCC(c3nc4ccccc4[nH]3)CC2)c1,-4.2,-1.2,-9,4,-1.0,4.3,-3,u,-3.8
COc1cc(-c2nc(CN3CCN(CC(C)C)C(=O)[C@@H]3C)c(C)o2)ccc1F,0.6,-2.3,-5,-1,-1.3,x,7,1,0.1
CC(=O)Nc1cccc(NC(=O)c2ccccc2Cl)c1,-0.2,x,-4,-1,x,1.0&-0.1,1,-6,-4.3
CCOC(=O)N1CCN(C2OC(=O)c3ccccc32)CC1 (configuration not stated),0.3,-1.3,9,2,-2.6,-0.3,8,-2,-2.9

Shown with values under each structure: entries from further up
Each structure is followed by: BoNT A protease | UGM FP inh | BoNT-F LC inh | Mtb FBA inh | PfHsp40 yeast | Mtb BioA inh | GDH-TPI counter | Anthrax LF prot | FadD28 FP inh
- O=C(OCC1CC(c2ccccc2)=NO1)c1ccco1 (configuration not stated)
→ x | 1.1 | x | -3 | -0.4 | x | 7 | x | -1.0
- C[C@H](O)[C@@H]1C(=O)N2CCc3c([nH]c4ccccc34)[C@@H]2C[C@@H]1N(C)C(=O)NC1CCCCC1
→ 0.3 | x | -1 | 87* | x | x | 11 | 4 | -0.2

The results go on:
compound,BoNT A protease,UGM FP inh,BoNT-F LC inh,Mtb FBA inh,PfHsp40 yeast,Mtb BioA inh,GDH-TPI counter,Anthrax LF prot,FadD28 FP inh
O=C(CSc1ccccc1)NNC(=O)c1ccncc1,-1.0,x,4,1,-0.5,0.3,0,-2,0.2
COc1ccc(CCC(C)Nc2ccc(F)c(F)c2)cc1 (configuration not stated),-0.3,2.6,-4,1,u,x,6,-3,-1.2
CCOc1ccc(NC(=O)COC(=O)C2CC2C)cc1 (configuration not stated),-0.6,0.0,0,0,-1.1,x,9,-4,0.7
S=C(Nc1ccc2cn[nH]c2c1)Nc1ccc(Cl)cc1Cl,-0.8,3.6,-13,3,-0.7,0.6,-2,-6,-2.7
O=S(=O)(NCC1CCCO1)c1ccc(S(=O)(=O)N(Cc2ccc(F)cc2)C2CCCCC2)cc1 (configuration not stated),1.8,1.5,5,2,-1.8,-0.4,7,0,-0.9
